TCR act – T cell receptor activation. primary human leukocytes, anti-CD3, IL-2 HTRF, 48 h. Potency, µM (titrated, usually from 9.22 µM), for the others: top-dose activation of IL-2 secretion, actives largely listed as activators. 330,000 tested, under 10 active; active = well fitted activation curve with a large enough effect; inconclusive = small, poorly fitted or top-dose-only effect, or another doubt; inactive = no such curve, though single readings can be large or run the other way; also: % of control where 0% means no effect
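IL-2 produced over 48 hr by a-CD3 bead-stimulated primary human leukocytes exposed to compounds was detected with a homogeneous time-resolved FRET immunoassay, 665nm acceptor signal after 320nm excitation.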
uPA surface inh – cell surface uPA generation inhibition; cell surface uPA generation assay, qHTS; Potency, µM (top dose mostly 38.3 µM), inactives show top-dose activity change, negative = inhibition, most hits filed as inhibitors; hit rate 0.31% among 330,000; active = well fitted inhibition curve with a large enough effect; inconclusive = small, poorly fitted or top-dose-only effect; inactive = no such curve, though single readings can be large or run the other way; tested in mouse RAW 264.7 cells; also: potency is read from the fitted curve at half-maximal effect; % is scaled to controls: 0 for no effect and ±100 for the full control effect; nearly all actives have a fitted effect of over 55% in size
PTAP TSG101 blk – blocks PTAP/TSG101 interaction to inhibit HIV-1 budding; Q99816; Fluorescence polarization, FITC-PTAP peptide / Tsg101 binding; Potency, µM (titrated, usually from 115 µM), for the others: top-dose activity change, negative = inhibition, most hits filed as inhibitors; 340,000 tested, under 10 active; active = well fitted inhibition curve with a large enough effect in the main read-out, with a control signal flat, not every such curve was filed as active; inconclusive = small, poorly fitted or top-dose-only effect, or effect the other way, or a change in a side signal; inactive = no such curve, though single readings can be large or run the other way; also: potency is read from the fitted curve at half-maximal effect; % of control where 0% means no effect
Target sequence (Q99816 whole entry, looked up): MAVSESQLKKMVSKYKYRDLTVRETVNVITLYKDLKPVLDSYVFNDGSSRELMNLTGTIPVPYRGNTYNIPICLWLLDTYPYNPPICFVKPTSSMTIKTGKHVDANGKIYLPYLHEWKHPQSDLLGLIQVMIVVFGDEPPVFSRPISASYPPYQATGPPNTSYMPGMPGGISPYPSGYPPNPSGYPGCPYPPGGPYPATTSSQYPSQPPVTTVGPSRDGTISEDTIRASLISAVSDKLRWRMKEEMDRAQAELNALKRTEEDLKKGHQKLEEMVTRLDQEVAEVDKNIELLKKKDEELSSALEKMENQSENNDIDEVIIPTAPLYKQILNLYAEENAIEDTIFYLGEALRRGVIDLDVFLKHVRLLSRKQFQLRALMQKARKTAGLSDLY
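FP read-out: FITC-PTAP peptide, 50 nM final, binding Tsg101 binding domain, 10 uM final; 20 min, r.t.; 10 mM HEPES pH 7.5, 0.15 M NaCl, 0.01% Tween 20, 3 mM EDTA, 0.1 mM TCEP.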
The depositor's hits bear a star; u = inconclusive; [ ] = another dose, or the depositor's remark. The list is partial; rates above refer to the full screens.

SMILES	TCR act	uPA surface inh	PTAP TSG101 blk
C/C(Cn1cnc([N+](=O)[O-])n1)=N\NC(=O)c1ccccc1F	6%	3%	0%
Cc1cc(C(=O)CSc2nc3ccc(Cl)cc3[nH]2)c(C)n1Cc1ccco1	1%	1%	1%
Cc1cc2c(cc(C(=O)OC(C)C(=O)NCc3ccc(F)cc3)n2C)o1 (stereo not drawn)	2%	0%	-5%
C=CCOc1ccc(/C=C/C(=O)OCC(=O)N2CCN(S(=O)(=O)c3ccc(C)cc3C)CC2)cc1	0%	23%	1%
O=C(Nc1ccc(OC(F)F)cc1)c1cc(S(=O)(=O)N2CCOCC2)ccc1N1CCCC1	1%	6%	1%
Cc1cc(C)n2nc(C(=O)NCc3ccco3)nc2n1	8%	4%	-4%
CCOC(=O)CNC(=O)C1(NC(=O)CNC(=O)OCc2ccccc2)CCCC1	6%	0%	0%
COc1ccc(NS(=O)(=O)c2cc(NS(=O)(=O)c3cc(C(=O)O)ccc3OC)ccc2C)cc1	4%	33%[activator]	0%
COc1ccc2cc([C@H](C)C(=O)OCc3cn(CC(=O)c4ccc(O)cc4)nn3)ccc2c1	-3%	14%	1%
Cc1ccccc1N=C1C(=O)Nc2ccccc21	-3%	-1%	-7%
Cc1noc(C)c1COc1ccccc1C(=O)N1CCN(S(=O)(=O)c2ccccc2C#N)CC1	2%	3%	-11%
CC(=O)Nc1ccc(NC(=O)C2CCN(c3c(Cc4ccccc4)c(C)nc4ncnn34)CC2)cc1	0%	-5%	-2%
CCOC(=O)Cc1csc(NC(=O)CSc2nnc(-c3ccncc3)n2Cc2ccco2)n1	-2%	-3%	-7%
C1=NN(c2ccccc2)C=NN1c1ccccc1	2%	1%	-2%
O=C1CCCc2cc3c(ccc4ccccc43)cc21	-1%	-2%	-5%
CCC1(CCC(C)C)SC(N)=NC1=O (stereo not drawn)	1%	4%	0%
O=C(NCCCCNC(=O)c1c(Cl)cccc1Cl)c1c(Cl)cccc1Cl	-2%	-5%	0%
CCCC[C@@H]1CN=C(N)N1CCc1cccc(F)c1	-9%	-24%	-7%
O=CN(Cc1ccccc1)c1cc([N+](=O)[O-])ccc1OCc1ccccc1	-6%	9%	-1%
O=C(Nc1ccc(C(=O)N2CCCCC2)cc1)c1ccccc1Br	-2%	2%	0%
O=C1N[C@@H](Cc2ccccc2)C(=O)N2[C@@H]1C[C@@]1(Br)c3ccccc3N(S(=O)(=O)c3ccccc3)[C@@H]21	3%	16%	-3%
O=S(=O)(CC=CCS(=O)(=O)c1ccccc1)c1ccccc1	6%	-3%	1%
CC[C@]12C(=O)N(C)C[C@H]([C@@H]3C(=O)N(C)C(=O)[C@@H]31)N2C(=O)c1ccc(C(C)(C)C)cc1	1%	-7%	-1%
COc1ccc(CC(=O)Nc2cc(S(=O)(=O)N3CCOCC3)ccc2N2CCOCC2)cc1OC	0%	-11%	-9%
CNC(C)C#Cc1ccc2c(=O)c3ccccc3oc2c1 (stereo not drawn)	-2%	-28%	-2%
c1ccc(/N=C2\N=C(Nc3ccccn3)c3ccccc32)nc1	10%	-4%	-4%
COc1ccc(C=C2NC(=S)NC2=O)cc1	-7%	-3%	-4%
COc1cccc(NC(=O)C2CCOC2=O)c1 (stereo not drawn)	9%	6%	1%
Cc1ccc(Nc2ncc3c(=O)[nH][nH]c(=O)c3n2)cc1	-1%	-2%	3%
COc1ccc(NC(=O)c2ccc3c(c2)S(=O)(=O)c2ccccc2C3=O)cc1	-50%	12%	-7%
N#Cc1ccc(CCc2ccccc2)[nH]c1=O	-1%	1%	-6%
CN(CCCn1cnc2c(OCc3ccccc3)ncnc21)CCc1ccccn1	10%	-3%	0%
O=C1C=CC(=O)N1Cc1ccccn1	1%	8%	0%
c1ccc(CCn2cccc2)nc1	3%	1%	0%
O=C1NC(=O)C(=Cc2ccc(Cl)cc2Cl)S1	-1%	-3%	-8%
COc1ccc(/C=C/c2nc3sc4c(c3c(=O)o2)CCC4)cc1	0%	0%	u
CCCCOC(=O)c1ccc(NC(=O)COC(=O)CN2C(=O)NC3(CCCC3)C2=O)cc1	-8%	0%	-3%
O=C1OC(c2ccccc2)(c2ccc(O)cc2)c2ccccc21 (stereo not drawn)	-4%	-3%	0%
OCC1OC(n2ccc3c(SCc4ccccc4)ncnc32)C(O)C1O (stereo not drawn)	-6%	5%	-2%
COC(C[C@@H]1O[C@H]1C(=O)[C@@H](C)OCc1ccccc1)OC	3%	u	-4%

Another view of part of the listing above.
TCR act | uPA surface inh | PTAP TSG101 blk | smiles
1% | -7% | -1% | CC[C@]12C(=O)N(C)C[C@H]([C@@H]3C(=O)N(C)C(=O)[C@@H]31)N2C(=O)c1ccc(C(C)(C)C)cc1
-1% | -3% | -8% | O=C1NC(=O)C(=Cc2ccc(Cl)cc2Cl)S1
-6% | 5% | -2% | OCC1OC(n2ccc3c(SCc4ccccc4)ncnc32)C(O)C1O (stereo not drawn)
1% | 8% | 0% | O=C1C=CC(=O)N1Cc1ccccn1
0% | 0% | u | COc1ccc(/C=C/c2nc3sc4c(c3c(=O)o2)CCC4)cc1
6% | -3% | 1% | O=S(=O)(CC=CCS(=O)(=O)c1ccccc1)c1ccccc1

4 of these compounds, reformatted:
structure: c1ccc(CCn2cccc2)nc1
  TCR act = 3%; uPA surface inh = 1%; PTAP TSG101 blk = 0%
structure: O=C1NC(=O)C(=Cc2ccc(Cl)cc2Cl)S1
  TCR act = -1%; uPA surface inh = -3%; PTAP TSG101 blk = -8%
structure: COc1ccc(/C=C/c2nc3sc4c(c3c(=O)o2)CCC4)cc1
  TCR act = 0%; uPA surface inh = 0%; PTAP TSG101 blk = u
structure: CCCCOC(=O)c1ccc(NC(=O)COC(=O)CN2C(=O)NC3(CCCC3)C2=O)cc1
  TCR act = -8%; uPA surface inh = 0%; PTAP TSG101 blk = -3%

Other compounds.
SMILES	TCR act	uPA surface inh	PTAP TSG101 blk
CN(CCc1ccccc1)C(=O)c1cccc(NC(=O)Cc2cccc(NC(=O)C3CCN(C(=O)C4CCC4)CC3)c2)c1	1%	3%	-1%
COc1ccccc1N(CC(=O)Nc1c(C)n(C)n(-c2ccccc2)c1=O)S(=O)(=O)c1ccccc1	2%	0%	-2%
Nc1nc(N)c2cc([N+](=O)[O-])ccc2n1	-1%	-7%	0%
COc1ccc2nc(N3C(=O)C(O)=C(C(=O)c4ccco4)C3c3ccco3)sc2c1 (stereo not drawn)	2%	-2%	-2%
O=C(CC(CC(=O)c1ccccc1)c1ccncc1)c1ccccc1	-3%	2%	2%
CCOCCOC(=O)c1ccc(NC(=O)c2cc3ccccc3o2)cc1	14%	0%	-2%
O=S(=O)(CCNCc1ccco1)NCc1ccccc1	3%	-5%	0%
NC(=O)N/N=C/c1sc(N2CCCCC2)nc1-c1cccs1	-6%	-90%	1%
O=S1(=O)CCOC[C@H](Cc2ccccc2)N1Cc1cccc(C(F)(F)F)c1	-6%	-18%	-1%
O=C1NC(c2ccccc2)Cc2ccncc21 (stereo not drawn)	1%	-2%	-3%
Cc1cc(C)c(S(=O)(=O)Nc2ccc(C(=O)O)cc2)cc1S(=O)(=O)Nc1ccc(C(=O)O)cc1	-7%	1%	-8%
COc1ccc(OC)c(NC(=O)Nc2c(O)ccc3ccccc23)c1	-2%	4%	-5%
O=c1[nH]nc(-c2n[nH]c(=O)o2)o1	-3%	2%	-4%
O=C(Nc1c(Br)cc2c(c1Br)Cc1ccccc1-2)C(Cl)Cl	3%	9%	0%
CSc1cc(SC)ncn1	3%	6%	2%
NC(=O)c1ncn([C@@H]2O[C@H](CNC(=O)[C@@H](N)Cc3cccnc3)[C@@H](O)[C@H]2O)n1	2%	9%	-5%
O=C(O)C1C(c2ccccc2)c2ccccc2C(O)C1CO (stereo not drawn)	-9%	-6%	-7%
COc1ccc(C(=O)C(C)C(C)=O)c(OCc2ccccc2)c1OC (stereo not drawn)	-1%	5%	-2%
COc1cccc(SCc2noc(C(=O)NCCC(C)C)c2C(=O)NCCC(C)C)c1	-7%	6%	2%
CC[C@H](C)[C@H]1CNC(=O)C(=O)N1CC1CCN(CCCc2ccc(OC)c(OC)c2)CC1	-4%	16%	-7%
C1CC1C(=NN=C(C1CC1)C1CC1)C1CC1	-5%	6%	-8%
CN(Cc1ccccc1)C(=O)c1ccc(NC(=O)Cc2ccc(NC(=O)C3CCCN(C(=O)c4ccccc4)C3)cc2)cc1 (stereo not drawn)	0%	-1%	-1%
COc1ccc(OC)c(NC(=O)C(C)OC(=O)c2cc3ccccc3[nH]2)c1 (stereo not drawn)	-3%	4%	-1%
ON=C1CCCC2CCCCC12 (stereo not drawn)	-3%	2%	-9%
CC(=O)Nc1ccc2c(c1)Cc1c-2cc(Cl)c(NC(C)=O)c1Cl	7%	-3%	0%
COc1ccc(S(=O)(=O)N2CCOC2CNC(=O)C(=O)NCc2ccccn2)cc1 (stereo not drawn)	0%	0%	0%
Cn1nc(-c2ccccc2F)c2cc(C(=O)N3CCN(C(=O)c4ccco4)CC3)sc21	3%	-3%	-11%
CC12CCC(O)CC1=CCC1C2CCC2(C)C(c3ccn[nH]3)CCC12 (stereo not drawn)	1%	-5%	-3%
Cc1sc(NC(=S)NC(=O)c2ccccc2)c(C#N)c1C	-5%	-2%	0%
Nc1cccc(N=[N+]([O-])c2cccc(N)c2)c1	-1%	0%	-5%
NC(=O)C1(N2CCCCC2)CCN(C(=O)CSc2nc3ccccc3o2)CC1	-1%	-7%	0%
CCOc1ccc(NC(=O)CN2C(=O)NC(C)(c3ccc4c(c3)OCCCO4)C2=O)cc1OCC (stereo not drawn)	0%	6%	-1%
Cc1cccc(C)c1NC(=O)C(c1ccccc1)N1CCC2(CC1)OCCO2 (stereo not drawn)	0%	1%	-7%
CCN1C(=O)/C(=C2\C=Cc3ccccc3N2CC)OC1=S	0%	-3%	-6%
O=C(O)C(NC(=O)c1ccccc1)=C(Cl)Cl	4%	-7%	-4%
CCc1c(N)nc(N)nc1Nc1ccc(C)c(C)c1	-12%	11%	-2%
COc1cc(NC(=O)c2ccccc2[N+](=O)[O-])ccc1NC(=O)c1cc2ccccc2o1	3%	-15%	-8%
Cc1cccc(C2c3c(n(C)c(=O)n(C)c3=O)N=C3c4ccccc4C(=O)C32)c1 (stereo not drawn)	9%	-2%	-3%
O=C1OC(c2ccc3ccccc3c2O)(c2ccc3ccccc3c2O)c2ccccc21	-10%	-5%	-9%
C=C1[C@H](C)CN[C@H]1CCO	3%	6%	0%
CCOC(=O)CNC(=O)N1CCCC(Cc2ccccc2)(C(=O)OCC)C1 (stereo not drawn)	-4%	15%	2%
COC(=O)c1nn(C)c(=O)[nH]c1=O	1%	2%	-2%
CC1(C)c2[nH]c3ccccc3c2C[C@H]2C(=O)N(Cc3cccc(F)c3)C(=O)N21	7%	-25%	-4%
O=CNc1ccc2c3c(cccc13)-c1ccccc1-2	2%	1%	-6%
O=[N+]([O-])c1ccc(NN=Cc2cc(Br)ccc2O)nc1	9%	-13%	-5%
Cc1ccc(CNC(=O)c2ccc3c(c2)S(=O)(=O)c2ccccc2C3=O)o1	-5%	-5%	0%
COc1ccc(C(=O)CCc2ccc(OC)c(OC)c2)cc1	7%	-3%	-2%
Nc1nc(CSc2nnnn2-c2ccc(F)c(Cl)c2)nc(N2CCOCC2)n1	-1%	-3%	1%
Nc1ccc(S(=O)(=O)NCC2CCCCO2)cc1 (stereo not drawn)	-2%	-1%	-3%
Cc1ccc(NC(=O)c2ncn(CCCN3CCN(Cc4cccc5ccccc45)CC3)n2)cc1C	-2%	u	-4%
CCN1CCN(CC(=O)Nc2cccc(C)c2)C(=O)C1=O	11%	20%	-1%
CC(=O)Nc1cc2c(cc1Cl)-c1ccc(F)cc1C2O (stereo not drawn)	-4%	-11%	-1%
O=C1c2ccccc2S(=O)(=O)c2cc(C(=O)N3CCC(O)CC3)ccc21	7%	12%	-1%
CCOc1cc(N2CCOCC2)c(OCC)cc1NC(=O)c1ccc(S(=O)(=O)N2CC(C)OC(C)C2)cc1 (stereo not drawn)	-3%	6%	-3%
CCCn1c(N)c(N(CCOC)C(=O)c2ccc(S(=O)(=O)N3CCOCC3)cc2)c(=O)[nH]c1=O	0%	0%	1%
CN(Cc1cccc(Cl)c1Cl)C(=O)c1ccccc1SCC(=O)N1CCCC1	-1%	-4%	-7%
CN1CCC(C(=O)C(=O)O)C1=O (stereo not drawn)	-14%	-3%	-1%

Sorted by SMILES length (rising): part of the list above
SMILES	TCR act	uPA surface inh	PTAP TSG101 blk
Nc1ccc(S(=O)(=O)NCC2CCCCO2)cc1 (stereo not drawn)	-2%	-1%	-3%
O=[N+]([O-])c1ccc(NN=Cc2cc(Br)ccc2O)nc1	9%	-13%	-5%
O=C1c2ccccc2S(=O)(=O)c2cc(C(=O)N3CCC(O)CC3)ccc21	7%	12%	-1%
Cc1ccc(NC(=O)c2ncn(CCCN3CCN(Cc4cccc5ccccc45)CC3)n2)cc1C	-2%	u	-4%

Compound activity: PubChem, National Center for Advancing Translational Sciences (NCATS)
